Bioassay records deposited in PubChem BioAssay by National Center for Advancing Translational Sciences (NCATS).
Lamin A splicing: modulators of lamin A splicing | HeLa LMNA splicing GFP/RFP minigene ratio, 48 h | Potency, µM (doses to about 46.1 µM), for the others: at the top dose ratio change, negative = inhibition, usual class: inhibitors | 200,000 compounds, 0.01% hits; active = well fitted inhibition curve with a large enough effect in the signal ratio, with a control signal flat, not every such curve was filed as active; inconclusive = small, poorly fitted or top-dose-only effect, or effect the other way, or a change in a side signal; the % refers to the signal ratio; also: potency is read from the fitted curve at half-maximal effect; % is scaled to controls: 0 for no effect and ±100 for the full control effect
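S3 HeLa stable clones carrying a lamin A-EGFP splicing minigene plus DsRed2 were seeded at 600 cells/well in Opti-MEM with 2% FBS, pin-dosed and incubated 48 h at 37°C. Acumen cytometry (488 nm) gave the GFP/RFP total-intensity ratio.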
NPSR antagonist: antagonists of human neuropeptide S receptor cAMP signaling; 220,000 compounds, 1% hits; CHO-NPSR cells, cAMP TR-FRET, antagonist mode; Potency, µM (series often up to 38.3 µM), inactives show at the top dose activity change, negative = inhibition, usual class: inhibitors; also: potency is read from the fitted curve at half-maximal effect; % is scaled to controls: 0 for no effect and ±100 for the full control effect; nearly all actives have a fitted effect of over 50% in size; many of its hits are not listed in these tables
IMPase Li inh: cell-permeable IMPase inhibitors with lithium potentiation; CHO-M1 cells, IP1 TR-FRET (IP-One), carbachol + lithium; 210,000 compounds, 0.35% hits; Potency, µM (highest dose often 59.4 µM), without a hit: at the highest dose activity, negative = IMPase inhibition, most hits filed as inhibitors;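 also: IP1 builds up when IMPase is blocked and the TR-FRET signal falls; potency is read from the fitted curve at half-maximal effect; plate controls were basal vehicle for no effect and high inhibitor control for full effect; nearly all actives have a fitted effect of over 50% in size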
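Test compounds were applied to CHO-M1 cells previously cultured for 16–30 h at 2000 per well. A small lithium amount accompanied them; after 30 min at 37C, IP1 was quantified by TR-FRET.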
CBFb RUNX1 block: inhibitors of human CBF-beta and RUNX1 interaction; AID 1477; 230,000 tested, under 10 active; Potency, µM (top dose mostly 59.8 µM), for inactives: top-dose activity, negative = inhibition, usual class: inhibitors; AlphaScreen CBFb-His/RUNX1-biotin binding, biochemical; also: % of control where 0% means no effect
Target sequence (Q01196 whole entry, looked up): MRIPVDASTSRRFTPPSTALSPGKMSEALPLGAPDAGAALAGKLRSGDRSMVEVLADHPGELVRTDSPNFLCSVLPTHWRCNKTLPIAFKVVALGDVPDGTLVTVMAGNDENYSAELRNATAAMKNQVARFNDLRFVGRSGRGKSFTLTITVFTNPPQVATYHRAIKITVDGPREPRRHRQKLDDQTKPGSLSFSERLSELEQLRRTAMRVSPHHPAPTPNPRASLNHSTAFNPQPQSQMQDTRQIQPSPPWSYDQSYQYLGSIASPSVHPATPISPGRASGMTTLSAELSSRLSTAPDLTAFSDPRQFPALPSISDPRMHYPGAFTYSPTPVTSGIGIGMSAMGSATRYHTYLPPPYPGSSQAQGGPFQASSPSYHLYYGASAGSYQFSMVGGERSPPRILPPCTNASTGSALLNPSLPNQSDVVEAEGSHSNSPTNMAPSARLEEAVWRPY
Target sequence (Q13951 whole entry, looked up): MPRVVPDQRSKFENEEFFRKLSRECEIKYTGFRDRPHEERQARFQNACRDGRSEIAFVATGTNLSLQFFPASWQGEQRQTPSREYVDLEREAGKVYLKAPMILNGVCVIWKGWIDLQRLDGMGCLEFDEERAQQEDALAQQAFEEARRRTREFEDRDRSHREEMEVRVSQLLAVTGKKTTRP
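Bead-based AlphaScreen assay; binding partners His-tagged CBF-beta and biotinylated RUNX1 at 30 nM each. Compound exposure 15 min after a 20-min protein preincubation; bead step 90 min; all steps at room temperature.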
Luc counter: Kinase-Glo luciferase inhibition (counter-screen). Kinase-Glo luciferase, ATP luminescence, 8 min. Potency, µM (series often up to 38.3 µM), without a hit: at the top dose activity change, negative = inhibition, usual class: inhibitors. 200,000 compounds, 0.28% hits. AID 1379; also: potency is read from the fitted curve at half-maximal effect; % is scaled to controls: 0 for no effect and ±100 for the full control effect; nearly all actives have a fitted effect of over 60% in size
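Kinase-Glo luciferase light output from ATP and luciferin was measured with 10 uM ATP, within the enzyme's linear range. Buffer: 50 mM imidazole pH 7.2, 50 mM KCl, 7 mM MgCl2, 0.01% Tween 20, 0.05% BSA; luminescence read after 8 min at ambient temperature.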
Epigenetic reg: regulators of epigenetic silencing causing reporter derepression in mouse cells | Potency, µM (series often up to 53.9 µM), inactives show top-dose GFP activation, usual class: activators | 280,000 compounds, 0.2% hits | murine LDR cells, GFP reporter derepression, 30 h; also: potency is read from the fitted curve at half-maximal effect; % of control where 0% means no effect; nearly all actives have a fitted effect of over 60% in size
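Murine LDR cells bearing a silenced CMV-driven GFP reporter were exposed to compound for 30 h at 37 C. After PBS washes, GFP-positive cells (20-120 um objects) counted by laser-scanning microplate cytometry.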
GLA spleen mod: alpha-galactosidase A (human) modulation | AID 2107 | human spleen homogenate, 4MU-alpha-Gal fluorescence, 40 min | 240,000 compounds, 0.008% hits | Potency, µM (highest dose often 80 µM), for the others: at the highest dose activity change, negative = inhibition, actives largely listed as inhibitors | P06280;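 also: potency is read from the fitted curve at half-maximal effect; 0% = enzyme with vehicle and -100% = no enzyme basal signal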
Target sequence (P06280 32-429 limits assumed): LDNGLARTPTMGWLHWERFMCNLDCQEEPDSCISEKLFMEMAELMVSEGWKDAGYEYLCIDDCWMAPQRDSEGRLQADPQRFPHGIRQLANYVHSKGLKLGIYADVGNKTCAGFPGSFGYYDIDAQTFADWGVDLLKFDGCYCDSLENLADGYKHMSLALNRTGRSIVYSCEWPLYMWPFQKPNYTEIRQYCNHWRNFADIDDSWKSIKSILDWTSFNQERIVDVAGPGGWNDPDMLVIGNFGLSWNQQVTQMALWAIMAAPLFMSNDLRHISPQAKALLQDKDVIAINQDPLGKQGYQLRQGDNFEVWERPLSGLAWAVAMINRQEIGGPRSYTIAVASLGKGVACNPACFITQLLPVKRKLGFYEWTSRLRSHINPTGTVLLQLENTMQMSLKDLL
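Fluorogenic readout (Ex 365/Em 440 nm) of 4-methylumbelliferone released from 1 mM 4-MU-alpha-galactoside by spleen homogenate, 40 min at 37C, pH 5.0. Data normalized to no-enzyme and enzyme controls; Hill-equation AC50 from compound titrations.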
* hit, by the source's call; ? = inconclusive; nt = not tested or not shown; [ ] = another dose, or the depositor's remark. Unless noted, calls follow the shape of the dose curve; as a rule, active = well fitted curve in the direction sought with a large enough effect; inconclusive = small, poorly fitted or top-dose-only effect, or another doubt; inactive = no such curve, though single readings can be large; an effect the other way counts as inactive or inconclusive.

SMILES | Lamin A splicing | NPSR antagonist | IMPase Li inh | CBFb RUNX1 block | Luc counter | Epigenetic reg | GLA spleen mod
O=C1CCC([N+](=O)[O-])C(c2cccc([N+](=O)[O-])c2)N1 (stereo not given) | nt | 38% | -8% | -6% | -1% | 4.4% | 5%
O=C(O)C1CCCCN1S(=O)(=O)c1cccc2nsnc12 (stereo not given) | -4% | 2%[46.1 µM] | 6% | 3% | 0% | 4.4% | -2%
C=CCN1CC(O)=C(c2ccccc2)C1=N | 1% | -14%[46.1 µM] | 21%[38.3 µM] | 1% | -5% | 1.0% | -1%
COC(C(=O)Nc1ccc(C(N)=O)cc1)c1ccccc1 (stereo not given) | nt | 4% | 1% | 5% | 0% | -8.5% | 7%
O=C(NC(=O)c1ccccc1O)c1ccc2c(c1)CCO2 | nt | -22% | nt | 11% | nt | 2.0% | -4%
Cc1ccc(S(=O)(=O)N2CCCC(c3nnc4n3-c3ccccc3SC4)C2)cc1 (stereo not given) | 9% | -18%[46.1 µM] | 1%[38.3 µM] | 9% | 2% | 0.0% | -7%
N#C/C(=C\C=C\c1ccccc1)C(=O)NCc1cccnc1 | ? | 52% | 7% | 1% | -1% | -4.1% | -15%
O=C(CN1CCCCC1)Nc1ccccc1NC(=O)CN1CCCCC1 | -10% | -7%[46.1 µM] | 18%[38.3 µM] | 11% | -3% | -0.9% | -2%
CC(C)Nc1nc(SCC(=O)Nc2ccccc2)nc(N2CCOCC2)n1 | 5% | 6%[46.1 µM] | 26%[38.3 µM] | 5% | -1% | 0.0% | 1%
Cc1cccc(N(C(=O)c2csnn2)C(C(=O)NC(C)(C)C)c2ccncc2)c1 (stereo not given) | 6% | -16%[46.1 µM] | 8%[38.3 µM] | 2% | -4% | 7.7% | 0%
O=C(/C=C/c1ccccc1)N(Cc1cccc(Cl)c1)C1CCS(=O)(=O)C1 (stereo not given) | nt | 2% | nt | 1% | nt | -1.0% | 2%
Cc1nnc(Sc2nc3c(c(=O)n(C)c(=O)n3C)n2Cc2ccc(Cl)cc2)s1 | ? | 3% | 3% | ? | 1% | 3.3% | 0%
Cc1c2c(n3c(nc4ccccc43)c1C#N)N(CCN(C)C)CC2 | ? | 22% | 28% | 13% | -2% | -1.0% | ?
COC(=O)Cn1c(C(F)(F)F)nc2ccccc21 | -8% | -10%[46.1 µM] | -5% | 16% | -1% | 3.5% | -2%
Cc1ccc(/C=C/C(=O)OCC(=O)Nc2cccc(S(=O)(=O)N(C)C)c2)o1 | 1% | -5% | 3% | -3% | 0% | -1.3% | 6%
O=C(CNC(=O)c1ccc(Cl)cc1)N/N=C/C=C/c1ccccc1 | ? | -5% | -4% | 0% | -1% | -1.0% | -1%
O=C(Nc1ccc(N2CCOCC2)cc1Cl)C1CCN(C(=O)OCc2ccccc2)CC1 | nt | 20%[7.67 µM] | nt | 2% | nt | 0.3% | 7%
Cc1cc2cc(C)c(NCCNC(=O)c3ccccc3F)nc2cc1C | -12%[46 µM] | -19% | 4% | -12% | -4% | 1.1% | 1%
Cn1c(=O)[nH]c(=O)c2c1nc(SCCO)n2CC(O)COc1ccccc1 (stereo not given) | nt | 4% | -6% | -5% | -2% | 0.0% | -5%
O=C1c2ccccc2NC(c2ccccc2O)N1NS(=O)(=O)c1ccccc1 (stereo not given) | -10%[46 µM] | -21% | -3% | -2% | -2% | -5.5% | -14%
O=c1cc(-c2ccccc2F)oc2ccccc12 | -6% | -7%[46.1 µM] | 4% | -3% | -6% | 3.5% | -17%
NC(=O)c1ccc(N2CCN(c3ccc(O)cc3)CC2)c([N+](=O)[O-])c1 | ? | -1% | 5% | -17% | -2% | 1.1% | 0%
CCOCc1cn(CC(=O)c2ccc(Cl)cc2)c(C)nc1=N | -18% | 3%[46.1 µM] | 48%[activator][38.3 µM] | -1% | -2% | -5.2% | 0%
CCOc1ccc(C(=O)NC(=S)Nc2cccc(NC(=O)c3ccco3)c2)cc1[N+](=O)[O-] | -12% | -11% | 11% | 5% | 4% | -1.0% | 1%

Profiles as entered above. Order of screens: Lamin A splicing, NPSR antagonist, IMPase Li inh, CBFb RUNX1 block, Luc counter, Epigenetic reg, GLA spleen mod
O=C1CCC([N+](=O)[O-])C(c2cccc([N+](=O)[O-])c2)N1 (stereo not given) is listed with nt, 38%, -8%, -6%, -1%, 4.4%, 5%
N#C/C(=C\C=C\c1ccccc1)C(=O)NCc1cccnc1 is listed with ?, 52%, 7%, 1%, -1%, -4.1%, -15%

Continuation:
SMILES | Lamin A splicing | NPSR antagonist | IMPase Li inh | CBFb RUNX1 block | Luc counter | Epigenetic reg | GLA spleen mod
NC(=O)Cn1cnc2nc3n(c2c1=O)CCC3 | nt | 14% | -3% | 1% | 3% | -0.8%[10.1 µM] | 3%
CCOc1ccccc1N(CC(=O)NCC1CCCO1)C(=O)CCC(=O)Nc1ccccn1 (stereo not given) | -4% | 16%[46.1 µM] | 1%[38.3 µM] | -1% | 0% | -0.1% | -3%
C=C(C)C1CC=C(C)/C(=N/NC(=O)c2cccc([N+](=O)[O-])c2)C1 (stereo not given) | ? | -14% | 13% | 0% | 2% | -0.9% | 0%
Cn1c(=O)c2c(nc(N3CCc4ccccc4C3)n2C)n(C)c1=O | nt | -6% | 9% | 0% | 4% | -1.8% | -3%
COc1ccccc1/C=C/C(=O)NC(=S)NCC1CCCO1 (stereo not given) | ? | -26% | 1% | -3% | 4% | -0.4% | -9%
Cc1c(Cl)cccc1-n1c(SCC(=O)N(C)Cc2ccccc2)nnc1-c1ccncc1 | 8% | -24%[46.1 µM] | 31%[activator][38.3 µM] | 1% | -1% | 2.2% | 1%
CC(C)N1CC23C=CC(O2)C(C(=O)OCc2ccccc2)C3C1=O (stereo not given) | -2% | -1%[46.1 µM] | -5% | 1% | 2% | 0.0% | -4%
COc1ccc(C2OC(=O)CC2C(=O)NCc2ccc(Cl)cc2)cc1OC (stereo not given) | nt | 4% | -3% | 2% | 1% | 1.2% | -2%
c1ccc(N2N=C(c3cccs3)CC2c2ccco2)cc1 (stereo not given) | ? | -3%[46.1 µM] | ? | ? | -1% | 0.0% | ?
NC(=O)C1CCN(C2CC(=O)N(c3cccc(F)c3)C2=O)CC1 (stereo not given) | 3% | 0%[46.1 µM] | 13%[38.3 µM] | 0% | -5% | -1.0% | 3%
O=C(CSc1nc(N2CCCCC2)nc(N2CCCCC2)n1)c1ccccc1 | -5% | ? | 31%[activator][38.3 µM] | 7% | 2% | 0.0% | 3%
O=C(c1ccncc1)c1ccc(N2CCN(C3CC(=O)N(Cc4ccccc4)C3=O)CC2)cc1 (stereo not given) | ? | -5%[46.1 µM] | 15%[38.3 µM] | 10% | -1% | 1.6% | 8%
COc1cc2c(OC(C)=O)c3c(c(-c4ccc5c(c4)OCO5)c2cc1OC)C(=O)OC3 | nt | ? | 5% | 2% | nt | -0.7% | 6%
CCNc1ncc2nc(-c3ccccc3)c(=O)n(-c3ccc(OC)cc3)c2n1 | nt | nt | -15% | nt | -5% | nt | -1%
CS(=O)(=O)N(Cc1ccco1)CC(O)Cn1cc(C=O)c2ccccc21 (stereo not given) | -7% | -11%[46.1 µM] | 16%[38.3 µM] | 6% | 4% | 2.8% | 0%
O=C(CSc1ccc(-c2ccco2)nn1)c1ccccc1 | -3% | -29%[46.1 µM] | 13% | -3% | 0% | 0.0% | 2%
CC(C)NC(=O)C1CCCN(S(=O)(=O)c2ccc(-n3cnnn3)cc2)C1 (stereo not given) | 5% | -1%[46.1 µM] | 2%[38.3 µM] | 1% | -2% | 0.7% | -2%
COC(=O)Cc1[nH]c(=S)[nH]c1C(=O)OC | nt | -4% | nt | -2% | nt | 0.1% | 6%
CCCCc1cc2c(cn1)C(=O)C(C)(OC(C)=O)C(=O)C2 (stereo not given) | -14%[9.22 µM] | nt | 11% | -4%[13.1 µM] | -8%[7.66 µM] | nt | 2%[17.5 µM]
CCOC(=O)C1=C(c2ccccc2)NC(SC)=C(C#N)C1c1ccco1 (stereo not given) | 10% | -17%[46.1 µM] | -8%[38.3 µM] | 5% | 11% | -1.0% | 0%
CCOC(=O)c1c(C)[nH]c(C(=O)Nc2ccc(C)c(Cl)c2)c1C | ? | -18% | 9% | 8% | -3% | 0.0% | -5%
CN1CCN(NC(=O)C23CC4CC(CC(C4)C2)C3)CC1 | -4% | 14%[46.1 µM] | nt | 4% | nt | 0.0% | -3%
CCOC(=O)C1CCN(c2ncnc3c2cnn3-c2ccc(Cl)cc2)CC1 | -6% | -16% | 2% | ? | 0% | 2.0% | 0%
COc1cccc(C(=O)Nc2cc(C(F)(F)F)ccc2Cl)c1 | 11% | 1%[46.1 µM] | 2%[38.3 µM] | 17% | -5% | -1.1% | -2%
CN(C)/C=C/C(=O)c1cnc(-c2ccccc2)s1 | 1%[9.22 µM] | -8% | 0% | -4% | -5% | 1.1% | 0%
CCOC(=O)/C(=N\Nc1ccccc1)S(=O)(=O)c1ccccc1 | ? | -7%[46.1 µM] | 19%[38.3 µM] | -2% | -4% | 0.7% | 6%
CC(=O)O[C@@H]1C(=O)[C@@]2(C)[C@H](O)C[C@H]3OC[C@]3(OC(C)=O)[C@@H]2[C@H](OC(=O)c2ccccc2)[C@@]2(O)C[C@H](OC(=O)[C@@H](O)[C@@H](NC(=O)c3ccccc3)c3ccccc3)C(C)=C1C2(C)C (stereo in doubt) | ? | nt | -13% | -5%[21.7 µM] | -2%[17.1 µM] | 2.4%[16.9 µM] | 10%[29.1 µM]
CCOC(=O)c1cc(-c2nnc(-c3ccc(Oc4ccccc4)cc3)o2)c(C)nc1C | -6% | -22% | 14% | 9% | 1% | -1.0% | -3%
CS(=O)(=O)N1CCN(C(=O)c2ccc(Cl)s2)CC1 | -7%[46 µM] | 16% | -1% | -3% | 0% | 0.1% | -8%
Oc1ccc2ccccc2c1CN1CCCC1 | ? | 8% | 1% | 2% | 3% | 1.1% | 8%
CCCC(=O)c1cn(CC(=O)OC)c2ccccc12 | -1% | 14%[7.67 µM] | -16%[38.3 µM] | 3% | 12% | 0.4% | -4%
FB(F)F | nt | nt | -6% | 1%[21.7 µM] | nt | nt | 6%

These rows are one share of the data. The share of hits here may be higher or lower than overall.
